# Tb PYK inh: qHTS of Trypanosoma Brucei Inhibitors; TbPYK enzyme, Kinase-Glo Plus ATP luminescence, 45 min; hit rate 0.12% among 410,000; Potency, µM (doses to about 76.8 µM), without a hit: at the highest dose activity, negative = inhibition, hits mostly inhibitors; pyruvate kinase (Trypanosoma brucei), Q57TT1; AID 624173, 2012; further: potency means the concentration at half of the fitted maximal effect; on the % scale 0 is the no-effect control and ±100 the full control effect; nearly all actives have a fitted effect of over 50% in size
#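 Glycolytic pyruvate kinase of T. brucei was incubated with substrate, test compound and 130 uM ADP for 45 minutes at room temperature. Luminescent Kinase-Glo Plus signal was measured after 10 minutes.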
# AmpC inh no detg: qHTS Inhibitors of AmpC Beta-Lactamase (assay without detergent). AID 485341, 2010. AmpC nitrocefin hydrolysis, absorbance 480 nm, 0.0001% Triton. P00811. Potency, µM (titrated, usually from 57.1 µM), without a hit: at the highest dose activity change, negative = inhibition, usual class: inhibitors. hit rate 0.52% among 330,000;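 further: potency means the concentration at half of the fitted maximal effect; plate controls were no compound for no effect and no enzyme for full effect; nearly all actives have a fitted effect of over 20% in size; some results filed as inactive show a strong effect at the top dose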
# Target sequence (P00811 whole entry, looked up): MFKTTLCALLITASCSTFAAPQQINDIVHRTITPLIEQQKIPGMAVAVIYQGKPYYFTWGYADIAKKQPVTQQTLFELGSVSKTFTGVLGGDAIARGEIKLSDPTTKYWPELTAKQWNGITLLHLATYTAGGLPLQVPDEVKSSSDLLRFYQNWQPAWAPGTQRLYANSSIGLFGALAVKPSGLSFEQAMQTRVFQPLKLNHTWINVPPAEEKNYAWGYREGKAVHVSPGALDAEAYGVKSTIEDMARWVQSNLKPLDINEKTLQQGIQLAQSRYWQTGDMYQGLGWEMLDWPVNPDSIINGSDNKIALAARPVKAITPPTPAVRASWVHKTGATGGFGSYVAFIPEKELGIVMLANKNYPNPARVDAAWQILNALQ
#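 20 mM phosphate pH 7.0 + 0.01% (detergent screen) or 0.0001% Triton X-100; 5.3 nM AmpC reagent; cpd preinc 15 min RT; nitrocefin (800 uM stock) to start; A480 q20 s × 4 min; Activity was normalised to no-enzyme and no-compound control wells.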
# LmPK inh: qHTS Assay for Inhibitors of Leishmania Mexicana Pyruvate Kinase (LmPK); Q27686; purified LmPK, Kinase-Glo ATP luminescence, 1 h; Potency, µM (series often up to 57.5 µM), for the others: at the top dose activity change, negative = inhibition, hits mostly inhibitors; hit rate 0.37% among 290,000; AID 1721, 2009; further: potency means the concentration at half of the fitted maximal effect; on the % scale 0 is the no-effect control and ±100 the full control effect
# Target sequence (Q27686 whole entry, looked up): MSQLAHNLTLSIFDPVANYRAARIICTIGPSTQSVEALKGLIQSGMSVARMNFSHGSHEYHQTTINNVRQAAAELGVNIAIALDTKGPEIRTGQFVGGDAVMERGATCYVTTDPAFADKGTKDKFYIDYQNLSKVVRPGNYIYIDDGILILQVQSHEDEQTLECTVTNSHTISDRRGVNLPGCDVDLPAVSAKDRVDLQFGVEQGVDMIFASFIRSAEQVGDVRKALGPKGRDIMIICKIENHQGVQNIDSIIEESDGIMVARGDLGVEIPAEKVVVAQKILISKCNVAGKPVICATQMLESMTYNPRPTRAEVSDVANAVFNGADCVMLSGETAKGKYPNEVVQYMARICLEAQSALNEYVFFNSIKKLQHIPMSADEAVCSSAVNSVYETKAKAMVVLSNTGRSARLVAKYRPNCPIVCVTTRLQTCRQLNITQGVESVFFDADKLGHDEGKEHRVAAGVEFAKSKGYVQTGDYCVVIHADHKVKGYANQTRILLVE
#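 Screened at intermediate enzyme activity to detect both inhibitors and activators: LmPK at 0.1 nM, with a 0.5 nM enzyme column as activation reference. PEP 0.5 mM, ADP 0.1 mM; ATP detected by luminescence after 1 h.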
# Shiga toxin inh: A qHTS for Small Molecule Inhibitors of Shiga Toxin; hit rate 9.2% among 290,000; Vero cells, Shiga toxin protein synthesis inhibition reporter; inhibition, % at 38.7 µM; in the data active means inhibition mostly above about 28%, no sharp cut-off; inactive means mostly below about 43%; further: 0% is about no effect
# Pf growth 96h: Primary qHTS for delayed death inhibitors of the malarial parasite plastid, 96 hour incubation; P. falciparum luciferase reporter growth, 96 h; Potency, µM (doses to about 28.7 µM), for inactives: at the top dose activity change, negative = inhibition, most hits filed as inhibitors; hit rate 6.9% among 320,000; AID 504834, 2011; further: potency means the concentration at half of the fitted maximal effect; on the % scale 0 is the no-effect control and ±100 the full control effect
#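 Parasite growth measured via integrated firefly luciferase reporter in P. falciparum. Infected erythrocytes at 2% hematocrit, 0.05% parasitemia final were treated 96 hours at 37 C under 5% CO2, and luminescence was read.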
# Pf growth 48h: Primary qHTS for delayed death inhibitors of the malarial parasite plastid, 48 hour incubation; AID 504832, 2011; Potency, µM (series often up to 28.7 µM), without a hit: at the top dose activity change, negative = inhibition, actives largely listed as inhibitors; P. falciparum luciferase growth in erythrocytes, 48 h; hit rate 5.9% among 310,000; further: potency means the concentration at half of the fitted maximal effect; on the % scale 0 is the no-effect control and ±100 the full control effect
#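 Cell-based growth assay: transgenic P. falciparum expressing firefly luciferase, cultured in red cells within RPMI 1640 containing 0.5% w/v Albumax, 24 mM bicarbonate and gentamycin. A drop in luciferase activity indicates inhibition.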
# Cycloheximide cs: Cycloheximide Counterscreen for Small Molecule Inhibitors of Shiga Toxin; cell reporter, cycloheximide protein synthesis inhibition counterscreen; max response, %; hit rate 12% among 300,000; in the data active means max response mostly above about 13%, no sharp cut-off; inactive means mostly below about 14%; further: read at 38.3 µM for the half of the compounds with a filed dose; 0% is about no effect
# Starred values were filed as active, the others as inactive; u = inconclusive; x = no result given; [ ] = another dose, or the depositor's remark. Unless noted, the call rests on the fitted dose curve; in most records, active means well fitted curve in the direction sought with a large enough effect; inconclusive means small, poorly fitted or top-dose-only effect, or another doubt; inactive means no such curve, though single readings can be large; an effect the other way counts as inactive or inconclusive.
# Fields: LmPK inh	Shiga toxin inh	Pf growth 48h	Cycloheximide cs	Tb PYK inh	Pf growth 96h	AmpC inh no detg
CCn1nc(C(=O)OC(C(=O)c2c[nH]c3ccccc23)c2ccccc2)c2ccccc2c1=O (stereo not given)
 : 3%	23	0%	11	-1%	x	-5%
COc1cc(O)c(CCC(=O)c2ccc(OC)c(OC)c2)c(OC)c1
 : -2%	-8	-2%	-4	2%	u	5%
CN(C)C(=O)CSc1nnc([C@H](Cc2ccccc2)NC(=O)OC(C)(C)C)o1
 : -2%	15	-11%	-1	-13%	u	14%
Cc1ccc(C)c(NC(=O)C(Sc2cccc[n+]2[O-])c2ccccc2)c1 (stereo not given)
 : -1%	-24	2%	1	8%	u	-14%
O=C(CSc1cccc2cccnc12)N/N=C/c1ccc(O)cc1
 : 1%	-13	-13%	-2	-2%	10%	-49%
O=C(CCC(=O)N(CC(=O)NC1CCCC1)Cc1ccc(F)cc1)Nc1nccs1
 : -15%	-8	-10%	-7	0%	3%	-8%
COc1ccc(CNC(=O)C2CCCN(S(=O)(=O)c3ccccc3)C2)cc1 (stereo not given)
 : -7%	-9	12%	1	-10%	-20%	-14%
Cc1nnc(SCC(=O)N2CCCC(C(=O)c3ccc(Cl)cc3)C2)o1 (stereo not given)
 : 0%	8	12%	-3	-2%	14%	-2%
CC(C(=O)N1CCN(c2ccc(Cl)cc2)CC1)c1ncc(C(F)(F)F)cc1Cl (stereo not given)
 : 5%	-16	-2%	-3	2%	-3%	103%[activator]
CCOC(=O)C1CCCN(CC(=O)Nc2nccs2)C1 (stereo not given)
 : 0%	-11	u	7	1%	-10%	-6%
CC(=O)c1c(C)n(CC(=O)NCc2ccco2)c2ccccc12
 : 1%	-2	u	-3	1%	16%	-20%
CN1CC(=O)N(CC(=O)NCc2ccc3c(c2)OCO3)C1=O
 : 7%	-9	x	-3	7%	25%	120%[activator]
O=C(c1cc(COc2ccc(F)cc2F)on1)N1CCSCC1
 : -12%	85*	91%[activator]	58*	-3%	-8%	-10%
O=C(/C=C/c1ccccc1[N+](=O)[O-])OC1CCCCC1=O (stereo not given)
 : 3%	-6	2%	-1	0%	22%	-11%[11.4 µM]
COc1ccccc1NS(=O)(=O)c1ccc2oc(SC)nc2c1
 : -5%	-6	-8%	-2	4%	-18%	-1%
COc1cc(C2C(C#N)=C(N)N(N(C)C)C3=C2C(=O)CCC3)cc(OC)c1OC (stereo not given)
 : -1%	-9	-10%	-3	7%	48%[activator]	0%
CCN1CC=C2C(C#N)=C(N)C(C#N)(C#N)C(c3cc(Cl)ccc3Cl)C2C1 (stereo not given)
 : 5%	-8	8.3µM*	-6	-4%	0%	-13%
CCc1cc(-c2n[nH]c(CCC(=O)O)c2-c2nc3ccccc3n2C)c(O)cc1O
 : 0%	11	13%	2	-2%	u	-22%
O=C(N/N=C/c1cccnc1)c1cc(O)c(O)c(O)c1
 : -7%	2	0%	-1	3%	19%	-19%
Cc1ccc(NC(=O)C/C(N)=N/O)cc1C
 : -6%	8	19%	1	-4%	42%[activator]	-31%
CSc1ccccc1C(=O)C1CCCN(C(=O)c2csnn2)C1 (stereo not given)
 : 4%	90*	22%	31*	-1%	10%	2%
CC(C(=O)NC1CCCC1)N1CCN(S(=O)(=O)c2ccc(C(C)(C)C)cc2)CC1 (stereo not given)
 : x	x	1.5µM*	x	-1%	1.5µM*	-5%
COc1ccccc1CNC(=O)CCNC(=O)N1CC(=O)Nc2ccccc21
 : -9%	-7	10%	-4	4%	u	-27%
CSc1ccccc1NC(=O)Cn1c(-c2cscn2)nc2ccccc21
 : 5%	-3	-18%	1	-5%	-4%	-12%
COc1ccc(NC(=O)C/C(C)=N/NC(=O)C(=O)Nc2cccc(Cl)c2C)c(OC)c1
 : -4%	15	-21%	8	-20%	u	37%
CCCOc1ccc(NC(=O)c2c(-c3ccccc3)noc2C)cc1
 : 2%	-2	x	1	0%	-4%	-8%
CC(=O)N[C@@H](Cc1c[nH]c2ccccc12)C(=O)OCc1cc(C(F)(F)F)cc(C(F)(F)F)c1
 : x	x	1%	x	-3%	-3%	223%[activator]
CCCCC(=O)Nc1ccc(F)c(Cl)c1
 : 2%	29	46%[activator]	16*	3%	7%	1%
Cc1cc(C)n(CCN(C)Cc2cn[nH]c2-c2ccc(F)cc2F)n1
 : -2%	-9	-3%	1	-9%	u	21%
COc1cccc(NC(=O)Nc2ccc3c(c2)CCC3)c1
 : -8%	75*	72%[activator]	39*	4%	u	-43%
Cn1c(=O)c(Oc2ccc(F)cc2)c(O)c2ccccc21
 : -3%	-4	-9%	-4	2%	-23%	-25%
COC(=O)C1=C(c2ccc3ccccc3c2)C[C@@H]2CC[C@H]1N2C(=O)NCC1CC1
 : x	x	3.3µM*	x	-9%	u	32%
CC1=C(c2ccc(C)cc2)[N+](=O)C(C)(C)N1[O-]
 : -20%	78*	61%[activator]	19*	3%	u	57%
CCCn1c(=O)c(C(=O)NCCc2ccc(Cl)cc2)c(O)c2ccccc21
 : -2%	0	-12%	-2	0%	154%[activator]	-17%
CCN(CC(=O)NC1CC1)S(=O)(=O)c1ccc(C)cc1
 : -5%	-3	u	-3	0%	-26%	-1%
CC(C)(C)OC(=O)N1CCC2(CC1)Oc1ccc(F)cc1C(=O)C21CC(c2cccnc2)=NO1 (stereo not given)
 : 0%	-3	10µM*	-4	3%	u	145%[activator]
O=C1CC(c2ccc(F)cc2)C2=C(CCCC2=O)N1 (stereo not given)
 : -5%	20	u	0	0%	-3%	-7%
Cc1cc(/C=C2/NC(=S)NC2=O)c(C)n1-c1cccnc1
 : -5%	51*	23%	37*	-2%	7%	-29%
Cc1ccc(C(=O)NCCNC(=O)c2cccnc2)cc1
 : -3%	1	32%[activator]	-5	-8%	-23%	-16%
O=C(COC(=O)c1ccc2[nH]c3c(c2c1)CCCC3)Nc1ccccc1
 : 0%	42*	-3%	16*	1%	17%	-36%
NC(=O)C(F)(F)C12OC3C4C5CC(C6C5C3C61)C42 (stereo not given)
 : 1%	-6	8%	-2	1%	21%	1%
CCOc1ccc(-c2nn3c(-c4ccc(OC)cc4)nnc3s2)cc1
 : 1%	-9	2%	1	x	u	-16%
O=C(/C=C/c1ccccc1)NC(=S)Nc1ncccn1
 : -2%	51*	0%	25*	1%	-3%	-24%
COC(=O)C1Cc2ccccc2CN1S(=O)(=O)c1ccc(F)cc1 (stereo not given)
 : 3%	15	-8%	-1	-11%	1.3µM*	-26%
Cn1nc(NC(=O)C(C)(C)C)c2c(F)cccc21
 : -2%	-9	-5%	8	0%	0%	0%
Cn1c(-c2sc(=S)n(-c3ccccc3)c2N)nc2ccccc21
 : 5%	-8	u	-4	-7%	25%	-10%
Cc1ccc(Cn2ncn(-c3ccccc3)c2=O)cc1
 : -2%	30	20%	19*	0%	62%[activator]	-4%
Cc1ccc(NS(=O)(=O)c2cccc(C(=O)NCC(c3cccs3)N(C)C)c2)cc1 (stereo not given)
 : 1%	36	-1%	-1	-1%	-23%	-13%
CN(C)CC#CCC(O)(c1ccccc1)C1CCCC1 (stereo not given)
 : -3%	-23	-14%	-4	7%	x	-8%
COc1cccc(C2CC(=O)C3=C(C2)Nc2ccccc2N(C(=O)CCC(=O)O)C3c2ccc(F)cc2)c1 (stereo not given)
 : 0%	-14	2%	-6	u	4%	-20%
O=C(NNS(=O)(=O)c1ccccc1)c1ccc(S(=O)(=O)N2CCCCC2)cc1
 : 1%	-8	12%	-1	2%	u	-33%
CCC(=O)N/C(N)=N/c1nc2ccccc2o1
 : -9%	85*	81%[activator]	61*	-7%	160%[activator]	-28%
Cn1c(CCN2CCCCCC2)nc2cc(NC(=O)Nc3ccccc3)ccc21
 : -1%	73*	3.3µM*	60*	4%	u	47%
CCCc1cc(C(=O)N2CCCC(Cc3ccccc3C)(C(=O)OCC)C2)no1 (stereo not given)
 : -3%	-7	u	3	0%	-8%	77%[activator]
Cc1ccc(Nc2ccc(C(=O)NCCc3ccccc3)cn2)cc1
 : 2%	15	u	12*	-3%	u	-31%
CC1CCCC(C)N1C(=S)NCc1ccco1 (stereo not given)
 : -1%	25	14%	7	1%	14%	-4%
CCc1cccc(NC(=O)Cn2c(-c3ccccc3)cc(C(C)=O)c2C)c1
 : 4%	-7	u	-6	-3%	-19%	-44%
CCOC(=O)c1ccc(N2C(=O)C3CC=CCC3C2=O)cc1 (stereo not given)
 : -2%	21	18%	19*	-1%	25%	-9%
COC(=O)c1sccc1NC(=O)c1cc(-c2cc(C)ccc2C)nc2ccccc12
 : 3%	-7	u	1	0%	u	-8%
CCCCNC(=O)C(CC)(ONc1ccccc1C(F)(F)F)c1ccccc1OC (stereo not given)
 : x	x	10µM*	x	1%	u	-2%

# Whole records, looked up by structure. Order of values: LmPK inh, Shiga toxin inh, Pf growth 48h, Cycloheximide cs, Tb PYK inh, Pf growth 96h, AmpC inh no detg
# Profile of Cc1ccc(NS(=O)(=O)c2cccc(C(=O)NCC(c3cccs3)N(C)C)c2)cc1 (stereo not given) = 1%, 36, -1%, -1, -1%, -23%, -13%
# Profile of CCN(CC(=O)NC1CC1)S(=O)(=O)c1ccc(C)cc1 = -5%, -3, u, -3, 0%, -26%, -1%
# Profile of CC1=C(c2ccc(C)cc2)[N+](=O)C(C)(C)N1[O-] = -20%, 78*, 61%[activator], 19*, 3%, u, 57%

# (list continues)
# Fields: LmPK inh	Shiga toxin inh	Pf growth 48h	Cycloheximide cs	Tb PYK inh	Pf growth 96h	AmpC inh no detg
CC(=O)c1cccc(CN2CCC(CO)(CCCc3ccccc3)CC2)c1
 : 0%	-9	-1%	-2	0%	0%	57%
CC(C)CCCN1C(N(C)C)=NC[C@@H]1Cc1ccccc1
 : x	x	u	x	1%	u	30%
COc1cc(/C=C2/C(=O)NN(c3ccc(Cl)cc3)C2=O)cc(OC)c1O
 : 1%	-9	23%	7	-13%	10%	-30%
CCOc1ccc(NC(=O)CSc2nnc(-c3ccco3)n2N)cc1
 : -4%	19	2%	-2	8%	-30%	-18%
CC(=O)C1(c2ccccc2)CCNCC1
 : 1%	-3	37%[activator]	-1	0%	12%	-14%
CC(C)(C)n1nc2c(c1NC(=O)c1ccc(Br)cc1)CS(=O)C2 (stereo not given)
 : 7%	-4	x	-1	5%	-21%	1%
O=[N+]([O-])c1cccnc1NCc1cccs1
 : -8%	15	-8%	-1	0%	u	-8%
Cc1cc(C)c2c(-n3cccc3)c(NC(=O)OC(C)C)sc2n1
 : 5%	-25	u	2	7%	2%	46%
CCC(C)C(NS(=O)(=O)c1ccc(C)cc1)C(=O)O (stereo not given)
 : -1%	-5	-1%	-5	-2%	69%[activator]	-23%

# Looked up by compound from the entries so far:
# Fields: LmPK inh	Shiga toxin inh	Pf growth 48h	Cycloheximide cs	Tb PYK inh	Pf growth 96h	AmpC inh no detg
CC(=O)c1cccc(CN2CCC(CO)(CCCc3ccccc3)CC2)c1
 : 0%	-9	-1%	-2	0%	0%	57%
O=[N+]([O-])c1cccnc1NCc1cccs1
 : -8%	15	-8%	-1	0%	u	-8%
